TDP1 inh – qHTS Assay for Inhibitors of Tyrosyl-DNA Phosphodiesterase (TDP1) | recombinant TDP1, AlphaScreen DNA substrate cleavage | Tyrosyl-DNA phosphodiesterase 1 (Homo sapiens), Q9NUW8 | AID 485290, 2010 | actives 0.28% (n = 350,000) | Potency, µM (titrated, usually from 130 µM), without a hit: at the highest dose activity change, negative = inhibition, usual class: inhibitors; note: nearly all actives have a fitted effect of over 40% in size
Target sequence (Q9NUW8 whole entry, looked up): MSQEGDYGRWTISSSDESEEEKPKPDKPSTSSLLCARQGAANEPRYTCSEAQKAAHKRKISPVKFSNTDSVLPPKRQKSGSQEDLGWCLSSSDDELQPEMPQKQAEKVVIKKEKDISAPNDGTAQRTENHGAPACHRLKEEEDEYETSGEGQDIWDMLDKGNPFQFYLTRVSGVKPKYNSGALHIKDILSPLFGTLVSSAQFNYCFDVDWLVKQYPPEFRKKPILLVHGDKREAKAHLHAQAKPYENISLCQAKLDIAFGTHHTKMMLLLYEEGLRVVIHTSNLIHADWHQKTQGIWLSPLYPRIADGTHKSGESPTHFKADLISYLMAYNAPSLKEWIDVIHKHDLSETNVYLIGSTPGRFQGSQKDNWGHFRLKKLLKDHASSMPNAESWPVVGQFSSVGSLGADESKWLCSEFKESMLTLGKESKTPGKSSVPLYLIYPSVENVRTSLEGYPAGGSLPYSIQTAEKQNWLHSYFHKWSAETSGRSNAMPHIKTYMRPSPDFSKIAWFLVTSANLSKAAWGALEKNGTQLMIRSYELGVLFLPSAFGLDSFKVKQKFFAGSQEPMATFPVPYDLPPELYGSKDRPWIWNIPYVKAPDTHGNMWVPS
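Recombinant E. coli-expressed Tdp1 (1 nM) preincubated with compound 15 min at RT, then 5'-biotin/3'-phosphotyrosine-FITC DNA substrate (15 nM) added for 5 min. AlphaScreen beads (10 ug/ml) added, 10 min RT; tyrosine-FITC cleavage read as signal loss.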
FEN1 inhibitor – qHTS Assay for the Inhibitors of Human Flap endonuclease 1 (FEN1); Recombinant FEN1 flap cleavage, fluorescence, 15 min; Potency, µM (top dose mostly 114 µM), inactives show at the top dose activity change, negative = inhibition, hits mostly inhibitors; P39748; actives 0.35% (n = 390,000); note: nearly all actives have a fitted effect of over 65% in size
Target sequence (P39748 whole entry, looked up): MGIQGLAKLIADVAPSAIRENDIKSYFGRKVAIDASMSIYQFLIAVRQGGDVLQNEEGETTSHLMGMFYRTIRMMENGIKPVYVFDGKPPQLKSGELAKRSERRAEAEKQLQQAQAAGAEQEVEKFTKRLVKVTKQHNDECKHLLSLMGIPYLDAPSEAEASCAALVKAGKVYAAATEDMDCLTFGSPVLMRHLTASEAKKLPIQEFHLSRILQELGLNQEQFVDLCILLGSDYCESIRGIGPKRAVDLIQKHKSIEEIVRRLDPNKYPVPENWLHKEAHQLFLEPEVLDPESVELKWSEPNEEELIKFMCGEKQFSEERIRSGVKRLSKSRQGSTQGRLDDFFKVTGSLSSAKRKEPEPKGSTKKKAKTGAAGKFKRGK
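Nuclease activity of 10 nM FEN1 was measured after 15 min of room-temperature exposure to titrated compounds, by adding 50 nM flap substrate and reading plates at 0 and 15 min.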
N370S GC mod – qHTS Assay for Inhibitors and Activators of N370S glucocerebrosidase as a Potential Chaperone Treatment of Gaucher Disease; Lysosomal acid glucosylceramidase (Homo sapiens), P04062; N370S GC spleen homogenate, 4MU-glucoside fluorescence; Potency, µM (titrated, usually from 59.4 µM), inactives show at the highest dose activity change, negative = inhibition, hits mostly inhibitors; actives 0.092% (n = 330,000); AID 2101, 2009;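 note: 0% = full enzyme activity and -100% = no enzyme basal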
* hit, by the source's call; ? = inconclusive; . = not tested or not shown; & = joins results of further samples; [ ] = another dose, or the depositor's remark. Calls come from the whole dose curve; as a rule, active = well fitted curve in the direction sought with a large enough effect; inconclusive = small, poorly fitted or top-dose-only effect, or another doubt; inactive = no such curve, though single readings can be large; an effect the other way counts as inactive or inconclusive. Unless noted, % is set by controls: 0 for no effect and ±100 for the full control effect; potency is the fitted concentration of half-maximal effect.

TDP1 inh,FEN1 inhibitor,N370S GC mod,SMILES
11%,2%,17%,CSc1nnc(C)c(/C=C/NOCc2ccc(Cl)cc2)n1
4%,2%,-4%,CCCCn1c(N)c(N(Cc2ccccc2OC)C(=O)CCC(C)C)c(=O)[nH]c1=O
-3%,-8%,-18%,Cc1ccc(NC(=O)N2N=C(c3ccc(F)cc3)CC2c2ccc(F)cc2)cc1 (stereo not given)
8%,-18%,-15%,Cc1ccc2nc(N3C(=O)C(O)=C(C(=O)c4ccc(C)o4)C3c3cccc(O)c3)sc2c1 (stereo not given)
.,-17%,5%,COc1cc2c(cc1OC)CN(C(=O)c1ccc(-c3ccccc3)cc1)CC2
.,-19%,-29%,CCOC(=O)c1c(NC(=O)C2CCCCC2)sc2c1CCN(C(C)C)C2
0%,.,-13%,Cc1ccc(S(=O)(=O)N2CCN(C3CCC(c4ccccc4)CC3)CC2)cc1 (stereo not given)
.,20%&-3%,-3%,O=C1CCC(O)CCN1CCSc1ccccc1 (stereo not given)
2%,-14%,1%,CCOC(=O)c1cnc2c(cnn2C)c1NCCC(O)C(F)(F)F (stereo not given)
-3%,-10%,5%,CNC(=O)C1C2C=CC3(O2)C1C(=O)N(C1CC1)C3C(=O)NCc1ccc(OC)cc1 (stereo not given)
3%,0%,-1%,O=C(CN1C(=O)c2ccccc2S1(=O)=O)NCc1ccccc1Cl
6%,2%,4%,O=C1CN(C(=O)CN2C(=O)NC3(CCCCC3)C2=O)c2ccccc2N1
-1%[0.505 µM],4%,-3%,CCCCN(C(=O)c1sc2nc3n(c(=O)c2c1C)CCC3)c1c(N)n(CC(C)C)c(=O)[nH]c1=O
5%[21 µM],.,0%[12.8 µM],CCOC(=O)OCC1OC(C#Cc2ccc(C(C)(C)C)cc2)C=CC1OC(=O)OCC (stereo not given)
7%,-10%,8%,CCOC(=O)C1=C(C)N(c2ccc(C)cc2)C(=O)/C1=C\c1cccs1
0%,-15%,5%,CCOC(=O)c1csc(NC(=O)COc2ccc(Cl)cc2Cl)n1
1%,16%,.,O=C(CSc1cccc[n+]1[O-])NC1CCCCC1
.,?,-21%,Cc1c(OCC(N)=O)ccc2c(-c3ccccc3)cc(=O)oc12
2%[12.3 µM],12%,.,COc1ccc(-c2oc3ncn4nc(-c5ccccc5OC)nc4c3c2-c2ccc(OC)cc2)cc1
4%,2%,-8%,COc1ccc(C2c3c(oc4ccc(Cl)cc4c3=O)C(=O)N2CCN2CCOCC2)cc1 (stereo not given)
3%,-14%,6%,Cc1cccc(NC(=O)C2CCN(S(=O)(=O)c3c(C)noc3/C=C/c3ccco3)CC2)n1
-4%,-1%,7%,Cc1cccc(C(=O)NNS(=O)(=O)c2ccccc2[N+](=O)[O-])c1
4%,28%,13%,Cc1cc(C)c(C#N)c(SCC(=O)C(C)(C)C)n1
2%,-4%,1%,CC12CCC(=O)N1C(C(=O)N1CCN(c3ccc(C(F)(F)F)cc3[N+](=O)[O-])CC1)CS2 (stereo not given)
-8%,-3%,-22%,COc1cccc(CN2CCC(n3nccc3NC(=O)C3CC3)CC2)c1
1%,7%,-17%,COC(=O)c1ccc(NC(=O)c2ccccc2N(C)S(=O)(=O)c2ccccc2)cc1
1%,-5%,.,CC1CCCCC1NC(=O)c1cc(S(=O)(=O)N2CCCCC2)ccc1N1CCOCC1 (stereo not given)
3%,-4%,5%,Cc1cccc(NC(=S)NC(C)(C)CC(C)(C)C)c1
7%,4%,-3%,CCOC(=O)C1C(=O)Oc2ccc3ccccc3c2C1C1CCOC1=O (stereo not given)
0%[56.1 µM],0%,-16%,CCCCCc1ccc(-c2ccc(C(=O)O)cc2)nc1
0%,-6%,-3%,COC(=O)Cc1cc(=O)[nH]c(/N=C(\N)Nc2ccc(C)cc2)n1
2%,-10%,21%,O=C(CCNC(=O)c1ccc(Cl)cc1)Nc1ccc(F)cc1F
0%,9%,1%,CC(C)c1c(O)nc(SCc2ccccc2)[nH]c1=O
3%,-14%,.,CCOc1ccccc1CNC(=O)C1CCN(C(=O)N2CCOc3ccc(Cl)cc32)CC1
4%,-3%,-11%,Cc1cc(C)cc(NC(=O)C(c2ccccc2)N2CCN(CC(=O)N3CCCC3)CC2)c1 (stereo not given)
0%,0%,-11%,Cc1ccccc1C(=O)NC(=S)Nc1ccccc1C(F)(F)F
2%,1%,2%,CCN(CC)CCCCOc1ccccc1OC
.,-21%,-11%,CN(C)/C=C/C(=O)c1ccc2noc(-c3ccc(F)cc3)c2c1
-1%,-6%,-6%,CCCCCN1C=CC=C/C1=C\C=C(C#N)C#N
0%,-5%,-10%,COc1ccc(C(=O)NN=C(Cc2ccccc2)Cc2ccccc2)cc1OC
2%,-1%,11%,COc1ccccc1Cn1cnc2cccnc21
4%&4%,-9%&-15%,12%,Cc1ccc(CCNC(=O)c2ccc(CS(=O)(=O)Cc3ccccc3F)o2)cc1
-1%,.,-12%,Nc1nc(CC(=O)CSc2ccc(Cl)cc2)nc(Nc2ccc(F)cc2)n1
3%,-8%,2%,N#CCC(=O)N1CCn2c1nc1ccccc12
0%,16%,28%,OC1CCCN(Cc2nc(Cc3ccccc3Cl)no2)C1 (stereo not given)
2%[0.505 µM],-8%,-15%,COc1ccc(C(C)=O)cc1COC(=O)CCNS(=O)(=O)c1ccc(C)cc1
-3%,-1%,1%,NC1=NC2(CCCC2)N=C(Nc2ccccc2)N1
0%,-3%,2%,CC1(C)CC(=O)c2cnc(NC(=O)CCc3ccccc3)nc2C1
-2%,-6%,13%,O=C(NCCCN1CCOCC1)C1CC(=O)N(CCc2ccccc2)C1 (stereo not given)
2%,-1%,1%,COc1ccc(OCCNS(=O)(=O)c2ccc3oc4ccccc4c3c2)cc1

New compounds follow.
TDP1 inh,FEN1 inhibitor,N370S GC mod,SMILES
1%,3%,.,Cc1cccc(NC(=O)C2CCCN2S(=O)(=O)c2cccc3nsnc23)c1C (stereo not given)
.,-11%,-19%,CCOC(=O)CC(=O)CSc1n[nH]c(=O)[nH]c1=O
8%,1%,.,COc1ccc2ncc3c(-c4ccc(C)c(C)c4)nn(CC(=O)NC4CCCCC4)c3c2c1
1%,-1%,8%,O=C(NNC(=O)c1sccc1-n1cccc1)c1cccs1
-10%,2%,1%,O=C(NCC(c1cccnc1)N1CCOCC1)c1cccc(Cl)c1 (stereo not given)
1%,1%,15%,COc1ccc(CCNC(=O)CN(c2cc([N+](=O)[O-])ccc2OC)S(C)(=O)=O)cc1OC
.,?,-11%,COc1ccc(Nc2cc(Sc3ccc(OC)cc3)ncn2)cc1
10%[56.1 µM],.,-27%,CC1=CC2C(C(C)C)CCC(C)(O)C2CC1 (stereo not given)
-4%,-10%,.,Cc1ccc(CN2CCCn3nc(C(=O)NCc4cc(C)ccc4C)cc3C2=O)cc1
-2%,11%,.,COc1cccc(Nc2nc3ccc(C(=O)c4ccccc4)cc3n3c(C)nnc23)c1
5%,-1%,-9%,O=C(Nc1ncc2c(n1)-c1ccccc1OC2)c1cccc([N+](=O)[O-])c1
2%,-7%,-15%,O=C(CCN1CCc2ccccc2C1)Nc1ccc2c(c1)OCO2
.,12%,6%,O=C(O)c1ccccc1NC(c1ccccc1)c1ccc(Cl)cc1 (stereo not given)
-8%,0%,18%,c1ccc(Cn2nc(-c3ccccc3)nc2-c2ccccc2)cc1
-1%,1%,8%,CCOC(=O)CN=C/C(C(=O)Nc1nccs1)=C(/C)O
-7%,-10%,2%,Cc1nc2ccccn2c1C(=O)NC1CCCc2ccccc21 (stereo not given)
-2%,0%,1%,Nc1ccccc1-c1nnc2n1CCCCC2
.,-2%,?,COc1ccc(/C=C/c2nc(C#N)c(NCCN(C)C)o2)cc1OC
6%,-1%,-4%,CC1N=C(N)C(c2nc3ccccc3n2C)=C1O (stereo not given)
6%,-3%,-7%,Cc1ccc(C)c(N2CCN(CCCNC(=O)Cn3c(=O)c4cccn4c4cccnc43)CC2)c1
8%,-5%,.,Cc1ccc(S(=O)(=O)N2CCC(n3c(C)nc4cccnc43)CC2)c(C)c1
-3%,-3%,2%,Cc1ccc(-n2nnnc2CN2CCCCC2)cc1
-12%,5%,-12%,O=C(CCS(=O)(=O)c1ccccc1)Nc1nc2ccc(F)cc2s1
.,4%,-18%,COc1ccc(C(CNC(=O)c2cccc(NS(=O)(=O)c3ccc(C)c(F)c3)c2)N2CCOCC2)cc1 (stereo not given)
5%,-24%,.,Cc1cccc(NC(=O)c2cnn(-c3ccccc3)c2-n2cccc2)c1C
10%,-6%,-3%,S=c1[nH]nc(-c2ccc3ccccc3n2)o1
3%,-13%,0%,Cc1ccc(N2C(=O)C3C(c4ccccc4)(C2=O)C3(c2ccccc2)c2ccccc2)cc1 (stereo not given)
7%,-11%,13%,COc1ccc(NS(=O)(=O)c2ccc(OC)c3ccccc23)cn1
.,-2%,-22%,O=C(/C=C/NNC(=O)c1ccccc1O)c1ccccc1
-1%,-1%,-1%,O=c1c2ccccc2nc(-c2cccc(Cl)c2)n1O
9%,-3%,-3%,CN(Cc1cccc(-n2cccn2)c1)Cc1cn(C)nc1-c1ccccc1F
-4%,-1%,4%,O=C(CSc1c[nH]c2ccccc12)N1CCOCC1
0%,23%,.,O=C(NCc1ccc(Cl)cc1)C1CCN(S(=O)(=O)Cc2ccccc2)CC1
?,-24%,-14%,CNS(=O)(=O)c1ccc2nc(NC(=O)/C=C/c3ccco3)sc2c1
3%,-4%,-8%,O=C(CC1Oc2ccc(Cl)cc2NC1=O)NC1CCCCCC1 (stereo not given)
.,16%,1%,O=C(O)Cn1c(=O)c2c3c(sc2n(Cc2ccccc2)c1=O)CCCC3
3%,-31%,-13%,COc1cc(OC)c2c(=O)cc(-c3ccccc3)oc2c1
2%,5%,-1%,COc1cc(C(=O)NCc2nnc(SCC(=O)Nc3cc(C)on3)o2)cc(OC)c1OC
0%,-2%,6%,NS(=O)(=O)c1ccc(NC(=O)COC(=O)COc2ccc3ccccc3c2)cc1
?,-4%,-11%,CC(NC(=O)c1cccc(S(=O)(=O)N2CCN(C)CC2)c1)c1ccc(Cl)cc1Cl (stereo not given)
-2%,1%,5%,COCCN1CCc2[nH]c(=S)[nH]c(=O)c2C1
-2%,2%,3%,COc1ccc(-n2c(=O)c3c4c(sc3n3c(=S)[nH]nc23)CCC4)cc1
-3%,-2%,5%,OCC(O)CN(c1ccccc1)c1ccccc1 (stereo not given)

In a second layout: 21 of the compounds above.
Molecule | TDP1 inh | FEN1 inhibitor | N370S GC mod
Cc1ccc(S(=O)(=O)N2CCC(n3c(C)nc4cccnc43)CC2)c(C)c1 | 8% | -5% | .
Cc1ccc(-n2nnnc2CN2CCCCC2)cc1 | -3% | -3% | 2%
O=C(CCS(=O)(=O)c1ccccc1)Nc1nc2ccc(F)cc2s1 | -12% | 5% | -12%
COc1ccc(C(CNC(=O)c2cccc(NS(=O)(=O)c3ccc(C)c(F)c3)c2)N2CCOCC2)cc1 (stereo not given) | . | 4% | -18%
Cc1cccc(NC(=O)c2cnn(-c3ccccc3)c2-n2cccc2)c1C | 5% | -24% | .
S=c1[nH]nc(-c2ccc3ccccc3n2)o1 | 10% | -6% | -3%
Cc1ccc(N2C(=O)C3C(c4ccccc4)(C2=O)C3(c2ccccc2)c2ccccc2)cc1 (stereo not given) | 3% | -13% | 0%
COc1ccc(NS(=O)(=O)c2ccc(OC)c3ccccc23)cn1 | 7% | -11% | 13%
O=C(/C=C/NNC(=O)c1ccccc1O)c1ccccc1 | . | -2% | -22%
O=c1c2ccccc2nc(-c2cccc(Cl)c2)n1O | -1% | -1% | -1%
CN(Cc1cccc(-n2cccn2)c1)Cc1cn(C)nc1-c1ccccc1F | 9% | -3% | -3%
O=C(CSc1c[nH]c2ccccc12)N1CCOCC1 | -4% | -1% | 4%
O=C(NCc1ccc(Cl)cc1)C1CCN(S(=O)(=O)Cc2ccccc2)CC1 | 0% | 23% | .
CNS(=O)(=O)c1ccc2nc(NC(=O)/C=C/c3ccco3)sc2c1 | ? | -24% | -14%
O=C(CC1Oc2ccc(Cl)cc2NC1=O)NC1CCCCCC1 (stereo not given) | 3% | -4% | -8%
O=C(O)Cn1c(=O)c2c3c(sc2n(Cc2ccccc2)c1=O)CCCC3 | . | 16% | 1%
COc1cc(OC)c2c(=O)cc(-c3ccccc3)oc2c1 | 3% | -31% | -13%
COc1cc(C(=O)NCc2nnc(SCC(=O)Nc3cc(C)on3)o2)cc(OC)c1OC | 2% | 5% | -1%
NS(=O)(=O)c1ccc(NC(=O)COC(=O)COc2ccc3ccccc3c2)cc1 | 0% | -2% | 6%
CC(NC(=O)c1cccc(S(=O)(=O)N2CCN(C)CC2)c1)c1ccc(Cl)cc1Cl (stereo not given) | ? | -4% | -11%
COCCN1CCc2[nH]c(=S)[nH]c(=O)c2C1 | -2% | 1% | 5%
